Assay outcomes from PubChem.
Neddyl block: inhibitors of cullin neddylation, primary screen, biochemical, TR-FRET, uHTS, NAE and Ubc12. NEDD8-conjugating enzyme Ubc12 (Homo sapiens) + NEDD8-activating enzyme E1 regulatory …. calls only at 25 µM. hit rate 0.58% among 360,000. AID 651699, 2012; in the data active = inhibition above about 36%
PABP1 MLLE inh: inhibitors of PABP1 MLLE–PAM2 peptide binding, primary screen, biochemical, fluorescence polarization, FITC-PAM2, GST-MLLE; Polyadenylate-binding protein 1 (Homo sapiens), P11940; inhibition, % at 20 µM; hit rate 0.36% among 360,000; AID 588489, 2011; in the data active = inhibition above about 35%, passing the limit was not always enough;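 also: plate controls were DMSO wells with GST-MLLE for no effect and wells lacking GST-MLLE protein for full effect; some results filed as inactive read as strong as hits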
Target sequence (P11940 whole entry, looked up): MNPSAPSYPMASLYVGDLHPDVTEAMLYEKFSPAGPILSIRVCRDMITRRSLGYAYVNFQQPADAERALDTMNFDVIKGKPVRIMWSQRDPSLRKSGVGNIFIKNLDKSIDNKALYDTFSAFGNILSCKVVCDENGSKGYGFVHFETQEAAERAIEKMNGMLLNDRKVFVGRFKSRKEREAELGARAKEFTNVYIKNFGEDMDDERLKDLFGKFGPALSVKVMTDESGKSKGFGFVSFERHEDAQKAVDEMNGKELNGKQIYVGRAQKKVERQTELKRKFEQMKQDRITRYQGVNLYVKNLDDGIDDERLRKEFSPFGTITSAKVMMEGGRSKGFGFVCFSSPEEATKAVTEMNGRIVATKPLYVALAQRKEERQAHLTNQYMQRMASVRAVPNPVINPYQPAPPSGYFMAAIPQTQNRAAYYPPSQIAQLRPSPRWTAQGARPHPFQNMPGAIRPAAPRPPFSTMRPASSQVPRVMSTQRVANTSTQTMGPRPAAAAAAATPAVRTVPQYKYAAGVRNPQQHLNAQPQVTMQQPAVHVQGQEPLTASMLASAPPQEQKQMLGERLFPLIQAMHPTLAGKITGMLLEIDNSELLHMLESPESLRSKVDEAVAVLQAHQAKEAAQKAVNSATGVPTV
SKN-1 block: suppressors of acrylamide-induced Pgst-4::GFP reporter in worms, primary screen, SKN-1 inhibitor project, whole organism, uHTS, GFP/RFP fluorescence ratio, strain VP596 | C. elegans VP596 Pgst-4::GFP/RFP ratio, 24 h | inhibition, % at 21.8 µM | hit rate 0.49% among 360,000;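 active = interference check ratio from 0.5 to 1.5 plus GFP to RFP signal ratio inhibition reaching or exceeding a fixed threshold, cut at about 30% in these data, passing the limit was not always enough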; also: some compounds called inactive have numbers as strong as hits
FAS-TE inh: FAS thioesterase domain inhibitors, primary screen, biochemical, fluorescence intensity, uHTS | Fatty acid synthase (Homo sapiens), P49327 | recombinant FAS-TE, OMFH fluorogenic substrate, fluorescence endpoint | inhibition, % at 15 µM | hit rate 0.67% among 360,000 | AID 602261, 2012;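 active = compounds whose normalised, plate-corrected inhibition of enzyme fluorescence in the single-dose primary screen is 50% or more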;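 also: 0% = DMSO with enzyme and 100% = substrate without enzyme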
Rin1 Abl inh: inhibitors of Rin1-Abl protein binding, primary screen, biochemical, TR-FRET. Tyrosine-protein kinase ABL1 (Homo sapiens) + Ras and Rab interactor 1 (Homo sapiens), …. inhibition, % at 7.35 µM. hit rate 0.4% among 360,000; in the data active = inhibition above about 5%, passing the limit was not always enough
NadD block: inhibitors of S. aureus NadD, primary screen, biochemical, colorimetric, uHTS | Nicotinate-nucleotide adenylyltransferase NadD (Staphylococcus aureus N315) | purified NadD enzyme, colorimetric absorbance read-out | inhibition, % at 20 µM | hit rate 0.78% among 360,000 | AID 602399, 2012; in the data active = inhibition above about 26%; also: some compounds past the cut are filed as inactive
MT1-MMP act inh: blockers of MT1-MMP proenzyme processing, primary screen, HT1080 RFP-PRO-GFP cells, GFP/RFP fluorescence; GFP/RFP ratio fluorescence, overnight; percent of plate control window, DMSO zero; Matrix metalloproteinase-14 (Homo sapiens), P50281; GFP/RFP ratio change, % at 20 µM; hit rate 0.061% among 360,000;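 active = GFP/RFP ratio change of at least 30% with cell ATP level not reduced by more than half and red fluorescence within 50% of control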; also: strong numbers were not always called active
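Assay system: RFP-PRO-GFP reporter HT1080 cells; read-out basis: GFP/RFP fluorescence ratio; benchmarks: DMSO wells and RFP-L50D-GFP cells; doses: 20 µM single dose, 1% DMSO; schedule: overnight cell settling, then overnight compound exposure, 37 °C, 5% CO2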
Rpn11 block: Rpn11 (PSMD14) deubiquitinase inhibitors, primary screen, biochemical, fluorescence polarization, uHTS; human 26S proteasome, Ub4-pepOG fluorescence polarization; 20S core pre-blocked with epoxomicin; calls only at 20 µM; hit rate 0.59% among 360,000;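 active = inhibition at 20 µM, scaled to each plate's controls, above about 33%, limit read from the data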
CSN inh: inhibitors of CSN-mediated cullin deneddylation, primary screen, biochemical, fluorescence polarization, uHTS; COP9 signalosome complex subunit 5 (Homo sapiens), Q92905; Purified CSN, SCF-Nedd8-OG deneddylation; inhibition, % at 12.5 µM; hit rate 0.38% among 360,000;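 active = pattern-corrected inhibition above about 35%, with an unprinted fluorescence ratio check between 0.5 and 1.5, limit read from the data, passing the limit was not always enough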;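 also: 0% = enzyme with substrate and 100% = substrate without enzyme; some results filed as inactive read as strong as hits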
Target sequence (Q92905 whole entry, looked up, one chain of several): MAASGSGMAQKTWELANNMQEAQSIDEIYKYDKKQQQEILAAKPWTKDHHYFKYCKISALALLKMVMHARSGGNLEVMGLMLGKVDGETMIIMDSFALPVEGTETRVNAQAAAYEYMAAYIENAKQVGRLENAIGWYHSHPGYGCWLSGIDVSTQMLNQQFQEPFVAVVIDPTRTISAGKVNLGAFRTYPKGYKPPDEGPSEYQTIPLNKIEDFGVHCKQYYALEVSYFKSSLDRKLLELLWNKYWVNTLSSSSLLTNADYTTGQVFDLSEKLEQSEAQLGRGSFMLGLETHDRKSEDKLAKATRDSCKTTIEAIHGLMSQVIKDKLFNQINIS
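Assay system: HEK293T-derived human Csn5 enzyme; quantity: 0.24 nM enzyme; medium: Tris/NaCl/DTT buffer, pH 7.5; also added: substrate SCFSkp2-Nedd8OG, 10 nM; doses: 12.5 µM compound; schedule: 90 min reaction at room temperature; signal: FP; read-out: % inhibition of substrate cleavage by Csn5; benchmarks: substrate-only high control, full reaction low control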
Active calls of the source: *; i = inactive; / = no result given; + = active, no number.

item	smiles	Neddyl block	PABP1 MLLE inh	SKN-1 block	FAS-TE inh	Rin1 Abl inh
1	COc1ccc(C(C)NC(=O)c2ccccc2Cl)cc1OC (stereo not drawn)	i	0	7	-12	0
2	O=C(O)c1ccccc1C(=O)Nc1ccc(S(=O)(=O)NC2CCCCC2)cc1	i	8	9	-11	-1
3	Cc1nc(-c2ccc(F)cc2)c(CC(=O)Nc2cccc(S(=O)(=O)N3CCOCC3)c2)s1	i	4	25	0	0
4	CC(C)NC(=O)CCCn1cc([N+](=O)[O-])cn1	i	-2	2	-3	-2
5	COc1cc(C2OC(=O)C3C(c4ccc(OC(C)=O)c(OC)c4)OC(=O)C23)ccc1OC(C)=O (stereo not drawn)	i	5	-5	-7	0
6	CC(C)N1C(=O)CCC1C(=O)N1CCN(c2ccccn2)CC1 (stereo not drawn)	i	4	-7	-1	-4
7	Cc1ccc(S(=O)(=O)N2CCOCC2)cc1NC(=O)c1cc(-c2ccccn2)nc2ccccc12	i	4	-1	4	-2
8	CCn1cc(Cl)c(C(=O)Nc2nccs2)n1	i	-2	-2	-4	-1

item	NadD block	MT1-MMP act inh	Rpn11 block	CSN inh
1	2	5	i	-3
2	2	-6	i	-2
3	-1	1	i	-3
4	-4	1	i	0
5	3	0	i	-2
6	-3	0	i	-1
7	-1	6	i	0
8	-5	4	i	-2

A portion from further up:
item	smiles	Neddyl block	PABP1 MLLE inh	SKN-1 block	FAS-TE inh	Rin1 Abl inh
2	O=C(O)c1ccccc1C(=O)Nc1ccc(S(=O)(=O)NC2CCCCC2)cc1	i	8	9	-11	-1
3	Cc1nc(-c2ccc(F)cc2)c(CC(=O)Nc2cccc(S(=O)(=O)N3CCOCC3)c2)s1	i	4	25	0	0
4	CC(C)NC(=O)CCCn1cc([N+](=O)[O-])cn1	i	-2	2	-3	-2
5	COc1cc(C2OC(=O)C3C(c4ccc(OC(C)=O)c(OC)c4)OC(=O)C23)ccc1OC(C)=O (stereo not drawn)	i	5	-5	-7	0
6	CC(C)N1C(=O)CCC1C(=O)N1CCN(c2ccccn2)CC1 (stereo not drawn)	i	4	-7	-1	-4
7	Cc1ccc(S(=O)(=O)N2CCOCC2)cc1NC(=O)c1cc(-c2ccccn2)nc2ccccc12	i	4	-1	4	-2
8	CCn1cc(Cl)c(C(=O)Nc2nccs2)n1	i	-2	-2	-4	-1

item	NadD block	MT1-MMP act inh	Rpn11 block	CSN inh
2	2	-6	i	-2
3	-1	1	i	-3
4	-4	1	i	0
5	3	0	i	-2
6	-3	0	i	-1
7	-1	6	i	0
8	-5	4	i	-2

Further compounds follow.
item	smiles	Neddyl block	PABP1 MLLE inh	SKN-1 block	FAS-TE inh	Rin1 Abl inh
9	Cc1ccc(S(=O)(=O)N2CCCC(C(=O)NCCC3=CCCCC3)C2)cc1 (stereo not drawn)	i	4	-3	1	-2
10	Cc1cccn2c(=O)c3cc(C(=O)NCc4ccco4)c(=N)n(CCc4ccccc4)c3nc12	/	0	9	6	-5
11	COc1ccc(-c2cn(Cc3cccc(OC)c3)nn2)cc1	i	-3	-10	2	4
12	O=[N+]([O-])/C=C1/CCCCCN1	i	5	11	0	2
13	Cc1ccc(NC(=O)CCNS(=O)(=O)c2ccc(Br)cc2)cc1S(=O)(=O)N1CCOCC1	i	18	9	2	4
14	O=C(CCSc1nnc(-c2ccco2)o1)Nc1ccc(F)cc1	i	8	5	1	1
15	Cc1c(C(=O)N2CCOCC2)c(S(=O)(=O)N2CCN(c3ccc(Cl)cc3)CC2)c(C)n1C	i	-1	0	-5	-2
16	CNC(=S)N(CCCN(C)C)Cc1cc2cc3c(cc2[nH]c1=O)OCCO3	i	-77	1	-5	1

item	NadD block	MT1-MMP act inh	Rpn11 block	CSN inh
9	-4	-20	i	0
10	16	2	i	-1
11	0	3	i	3
12	-2	-1	i	4
13	-5	1	i	4
14	-2	0	i	-8
15	-2	-2	i	2
16	5	-1	i	-8

Carrying on:
item	smiles	Neddyl block	PABP1 MLLE inh	SKN-1 block	FAS-TE inh	Rin1 Abl inh
17	COc1ccc2c(c1)OC(=O)CC2c1cc(OC)c(OC)c(OC)c1 (stereo not drawn)	i	3	3	-4	-3
18	O=C(NC1CCCC1)C(c1cccnc1)N(C(=O)c1csnn1)c1ccccc1 (stereo not drawn)	i	-2	9	-9	4
19	CCCCN(C)CCCNC(=O)c1cn(CC)c2ccc(S(=O)(=O)N3CCc4ccccc4C3)cc2c1=O	i	0	0	2	5
20	Cc1cc(C)nc(SCC(=O)NCc2ccco2)n1	i	15	-6	-9	1
21	CCOc1cc(CNc2ccc3c(c2)OCCO3)cc(Br)c1OCC(N)=O	i	6	12	-7	0
22	O=[N+]([O-])c1ccc(N/N=C/c2ccc(O)c(O)c2O)c(S(=O)(=O)N2CCOCC2)c1	i	-14	0	21	14*
23	C#CCOc1ccc(Cl)cc1/C=N/O	i	3	9	-7	6
24	O=C(Nc1ccc2nn(-c3ccccc3)nc2c1)c1ccco1	i	1	-7	8	-3

item	NadD block	MT1-MMP act inh	Rpn11 block	CSN inh
17	2	6	i	2
18	1	-1	i	-1
19	-6	0	i	2
20	6	-3	i	4
21	-1	5	i	1
22	29*	10	i	-8
23	-1	-4	i	6
24	-2	3	i	3

Following part
item	smiles	Neddyl block	PABP1 MLLE inh	SKN-1 block	FAS-TE inh	Rin1 Abl inh
25	S=C1SCN(Cc2cccs2)CN1Cc1cccs1	i	12	-3	17	-4
26	Cc1cccc(NS(=O)(=O)c2ccc(C(=O)N3CCC3)cc2)c1C	i	-10	-6	2	-4
27	Cc1cc(C)n2nc(C(=O)NCc3ccco3)cc2n1	+	-10	8	-4	-2
28	O=C(CC1C(=O)NCCN1Cc1ccc(-c2ccccc2)cc1)NCc1ccncc1 (stereo not drawn)	i	16	0	-1	3
29	Cc1ccc(CN2CCN(/N=C/C(Br)=C\c3ccccc3)CC2)cc1	i	0	6	29	-3
30	N#CC(=C1C=C(Br)C(=NO)C=C1Cl)c1cccc2ccccc12	i	-11	6	-135	-2
31	CC(NC(=O)C(C)N1CCN(Cc2ccccc2)CC1)c1ccccc1 (stereo not drawn)	i	-2	1	-6	2
32	O=C(COc1ccc2c(c1)oc(=O)c1ccccc12)NCCN1CCOCC1	/	-5	2	-8	-1

item	NadD block	MT1-MMP act inh	Rpn11 block	CSN inh
25	-8	-2	i	-2
26	8	11	i	-2
27	8	-1	i	3
28	2	-4	i	2
29	1	0	i	-2
30	17	0	i	6
31	-7	-2	i	3
32	2	2	i	1

(next part)
item	smiles	Neddyl block	PABP1 MLLE inh	SKN-1 block	FAS-TE inh	Rin1 Abl inh
33	CCOc1ccccc1NC(=O)Cn1nnc(C(=O)Nc2ccc(C)cc2)c1N	i	6	20	1	-4
34	CCOC(=O)Cn1c2c(c(-c3ccccc3OC)cc1=O)CCCC2	i	0	17	26	4
35	O=C(N[C@@H](Cc1ccccc1)C(=O)OCc1ccccc1)c1nc[nH]c1C(=O)NC(c1ccccc1)c1ccccc1	i	-6	-1	19	0
36	O=C1NN=C2CCCCCC12 (stereo not drawn)	i	2	-3	-6	2
37	O=C(CN1CCOCC1)N/N=C/c1ccc(C(=O)O)cc1	i	-5	2	-12	2
38	CCC1=C2CC[C@H]3C(=O)NC(=O)[C@H]3[C@H]2[C@@]2(Cc3ccccc3)C(=NCC(=O)OC)OC(=O)N2C1=O	i	-5	-4	-8	-2
39	O=C(N/N=C/c1ccc(F)cc1)c1ccccc1	i	1	12	0	2
40	CNCC(=O)N1CCN(c2ncc(C(F)(F)F)cc2Cl)CC1	i	4	-3	-5	-1

item	NadD block	MT1-MMP act inh	Rpn11 block	CSN inh
33	-5	-6	i	5
34	-2	-1	i	0
35	13	-6	i	-2
36	-4	0	i	0
37	4	1	i	4
38	0	1	i	-2
39	-5	2	i	6
40	-5	0	i	3

(more compounds)
item	smiles	Neddyl block	PABP1 MLLE inh	SKN-1 block	FAS-TE inh	Rin1 Abl inh
41	CCN1C(=O)[C@H]2[C@@H](c3ccc(C(F)(F)F)cc3)N[C@]3(CCCN(Cc4ccccc4)C3=O)[C@H]2C1=O	i	6	-4	-3	-2
42	CCCCn1c(N)c(N(CCOC)C(=O)c2ccc(S(=O)(=O)N3CCCCC3)cc2)c(=O)[nH]c1=O	i	0	24	-3	-1
43	O=C(Nc1cccn(Cc2cccc(F)c2)c1=O)NC1CCCCC1	i	6	2	-8	1
44	CC(C)CCNC(=O)C(c1ccncc1)N(C(=O)Cn1nnc(-c2ccc(F)cc2)n1)c1ccccc1F (stereo not drawn)	i	18	2	4	0
45	COc1cc(/C=N/NC(=O)CNc2n[nH]c(=O)[nH]c2=O)ccc1O	i	-2	-4	-6	0
46	O=C1CCC2=C(CCCC2=O)N1	i	2	-11	-3	-3
47	O=C(COc1ccc(/C=N/NS(=O)(=O)c2ccccc2)cc1)N1CCOCC1	i	-43	-8	-3	-1
48	Nc1nnc(SCC(=O)NN2C(=O)NC3(CCCCC3)C2=O)s1	i	14	-4	-14	0
49	CCOC(=O)C1(CCCc2ccccc2)CCN(C2CCSCC2)CC1	i	-6	-5	-2	2
50	COc1cc(OC)cc(-c2nc3nc(C)c(CCC(=O)NCC(OC)OC)c(C)n3n2)c1	i	8	-2	9	5
51	CCSc1nc(N)c(C#N)c(-c2ccco2)c1C#N	i	-15	25	16	-1

item	NadD block	MT1-MMP act inh	Rpn11 block	CSN inh
41	-1	5	i	1
42	-3	2	i	4
43	-8	0	i	-9
44	-7	-16	i	5
45	-1	0	i	-3
46	-3	-1	i	-1
47	-2	-5	i	-14
48	1	5	i	6
49	-3	-9	i	4
50	0	4	i	-3
51	-8	3	i	-1
